Screening data as filed in PubChem BioAssay.
BH1578 lux ind – induces V. cholerae light production without autoinducers. V. cholerae BH1578 lux reporter, luminescence, 6 h. activation, % at 18.7 µM. 350,000 compounds, 0.16% hits; in the data active = activation mostly above about 9.7%, no sharp cut-off; inconclusive = no clear call, values can overlap the other calls; inactive = mostly below about 3.7%; also: not every result past the cut was called active; inactives centre near 0; reference of the scale not given here
Mtb FBA inh – inhibits M. tuberculosis FBA enzyme; P9WQA3; purified M. tuberculosis FBA, fluorescence read-out; inhibition, % at 1 µM; 360,000 compounds, 2.3% hits; AID 588726; in the data active = inhibition above about 27%;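 also: 0% = vehicle and 100% = reference inhibitor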
Target sequence (P9WQA3 whole entry, looked up): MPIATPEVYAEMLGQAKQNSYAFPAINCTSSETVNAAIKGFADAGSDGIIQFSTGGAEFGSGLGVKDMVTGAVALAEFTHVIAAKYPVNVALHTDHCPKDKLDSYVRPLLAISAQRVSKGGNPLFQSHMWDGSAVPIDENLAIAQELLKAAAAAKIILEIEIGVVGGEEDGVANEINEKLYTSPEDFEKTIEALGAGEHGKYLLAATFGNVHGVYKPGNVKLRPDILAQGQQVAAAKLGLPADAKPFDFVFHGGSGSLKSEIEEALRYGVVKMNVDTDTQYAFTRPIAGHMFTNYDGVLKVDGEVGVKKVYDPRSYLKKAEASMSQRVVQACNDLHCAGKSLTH
Y pestis TopoI – blocks Yersinia pestis topoisomerase I activity; Y. pestis Topo-I cleavage product accumulation, plate reader; activity, % at 10 µM; 360,000 compounds, 0.064% hits; in the data active = activity above about 50%, passing the limit was not always enough; inconclusive = no clear call, values can overlap the other calls; also: inactives centre near 2
Mtb BioA inh – blocks M. tuberculosis BioA enzyme activity; purified M. tuberculosis BioA enzyme, plate reader; inhibition, % at 9.99 µM; 360,000 compounds, 0.096% hits; AID 602481; in the data active = inhibition above about 40%; inconclusive = no clear call, values can overlap the other calls
FadD28 binding – M. tuberculosis FadD28 bisubstrate binding inhibition; FadD28 bisubstrate probe binding, fluorescence polarization; inhibition, % at 12.5 µM; 360,000 compounds, 0.22% hits; AID 588549; in the data active = inhibition above about 8.5%, passing the limit was not always enough; inconclusive = no clear call, values can overlap the other calls
GDH-TPI counter – counter-screen for M. tuberculosis FBA inhibitors: GDH-TPI coupled enzymes | GDH-TPI coupled enzyme counterscreen, NADH absorbance | inhibition, % at 4.8 µM | 360,000 compounds, 1.2% hits; in the data active = inhibition above about 30%;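 also: 0% = DMSO wells and 100% = wells lacking the enzyme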
PfHsp40 rescue – rescue of PfHsp40-mediated yeast toxicity; S. cerevisiae expressing PfHsp40, growth rescue, ATP luminescence; growth rescue, % at 12.5 µM; 340,000 compounds, 0.68% hits; AID 504582; in the data active = growth rescue above about 28%, passing the limit was not always enough; inconclusive = no clear call, values can overlap the other calls;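 also: yeast W303a lacking pdr1 and pdr3 grown in galactose medium; growth measured after three days at 30 °C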
TcdB GH inh – blocks C. difficile toxin B glycohydrolase activity | P18177 | TcdB glycohydrolase enzymatic assay, plate reader | inhibition, % at 9.99 µM | 350,000 compounds, 0.24% hits | AID 652162; in the data active = inhibition above about 10%
UGM FP inh – blocks M. tuberculosis UGM enzyme. P9WIQ1. purified UGM, fluorescence polarization probe displacement. inhibition, % at 10 µM. 320,000 compounds, 0.06% hits. AID 504406; in the data active = inhibition above about 10%, passing the limit was not always enough; inconclusive = no clear call, values can overlap the other calls
Target sequence (P9WIQ1 whole entry, looked up): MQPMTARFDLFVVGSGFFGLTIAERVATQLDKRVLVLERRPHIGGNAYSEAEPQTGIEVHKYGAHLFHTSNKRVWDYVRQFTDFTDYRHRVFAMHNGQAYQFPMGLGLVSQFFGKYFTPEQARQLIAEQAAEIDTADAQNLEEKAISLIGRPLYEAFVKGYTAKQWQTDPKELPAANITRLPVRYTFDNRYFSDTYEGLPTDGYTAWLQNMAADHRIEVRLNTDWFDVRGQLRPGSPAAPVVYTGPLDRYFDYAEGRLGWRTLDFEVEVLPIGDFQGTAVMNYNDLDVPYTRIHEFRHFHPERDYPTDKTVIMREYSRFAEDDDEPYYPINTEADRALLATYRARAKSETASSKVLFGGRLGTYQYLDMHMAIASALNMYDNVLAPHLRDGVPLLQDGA
An asterisk follows results filed as active; i = inactive; u = inconclusive; x = no result given.

SMILES	BH1578 lux ind	Mtb FBA inh	Y pestis TopoI	Mtb BioA inh	FadD28 binding	GDH-TPI counter	PfHsp40 rescue	TcdB GH inh	UGM FP inh
CC(CN1CCOCC1)OC(=O)C(c1ccccc1)c1ccccc1 (stereo unspecified)	-1.4	1	-2	-1.3	1.0	-5	1.5	x	-0.2
O=C(NCc1cccnc1)c1cn(CCc2ccccc2)nn1	i	-4	-5	-1.0	-0.6	2	-0.7	x	3.7
COc1cccc(N2CCN(C(=S)Nc3cc(C)cc(C)c3)CC2)c1	-0.7	-1	-3	x	-1.3	3	x	-1.4	-1.6
CC[C@H](C)[C@H]1CNC(=S)N1CC1CCN(CCC(C)(C)C)CC1	-1.4	-1	2	-1.1	-1.2	-3	0.1	-11	x
C/C(=N\NC(=O)Cc1cccn1C)c1cccc2ccccc12	i	-7	-3	2.6	-2.2	8	0.3	x	-1.4
O=C(NC(=S)N1CCc2ccccc21)c1ccccc1Cl	-0.2	0	17	-0.5	-1.5	10	7.8	-0.4	2.0
COc1ccc(N(CC(=O)Nc2cccc(C)c2)S(=O)(=O)c2ccc(C)cc2)cc1OC	i	0	35	-1.7	-1.3	6	-0.5	0.3	-2.6
N/C(=N\O)c1ccccc1N1CCCCC1	-0.6	3	6	0.2	-2.3	2	-1.2	1.0	1.8
CC1CCC/C(=N/NC(=O)c2ccccc2-n2cccc2)C1 (stereo unspecified)	-0.2	-2	-1	1.2	-1.8	7	-1.0	-1.0	-1.5
O=C(CCc1ccccc1)N=C1SC2CS(=O)(=O)CC2N1c1ccc(F)cc1 (stereo unspecified)	-0.3	-4	5	-0.5	-2.3	-2	-0.1	0.3	1.4
COc1ccc(S(N)(=O)=O)cc1C(=O)OCCCC(=O)c1ccccc1	-0.5	-3	1	0.8	-1.0	-5	0.3	0.6	-1.9
Cc1noc(C)c1COC(=O)c1cccc(S(=O)(=O)N2c3ccccc3CC2C)c1 (stereo unspecified)	-0.2	3	43	0.9	-3.4	8	1.7	0.7	-0.5
CCCC(=O)C1=C(N2CCCCC2)CC(C)(C)C(C(=O)OC)C1=O (stereo unspecified)	0.2	1	1	x	-2.5	2	-0.4	1.1	-3.4
O=[N+]([O-])c1cccc(/C=N/Nc2cc(Cl)nc(-c3ccccc3)n2)c1	i	-2	-3	-0.3	-4.2	1	-0.1	x	-0.8
CCNC(=O)C1(C)CCN(C(=O)c2cccc3ccccc23)C1 (stereo unspecified)	i	-2	3	-1.5	-2.1	-4	x	-0.1	x

Results in FadD28 binding, TcdB GH inh and PfHsp40 rescue (3 entries from above):
structure | FadD28 binding | TcdB GH inh | PfHsp40 rescue
COc1ccc(S(N)(=O)=O)cc1C(=O)OCCCC(=O)c1ccccc1 | -1.0 | 0.6 | 0.3
Cc1noc(C)c1COC(=O)c1cccc(S(=O)(=O)N2c3ccccc3CC2C)c1 (stereo unspecified) | -3.4 | 0.7 | 1.7
CCCC(=O)C1=C(N2CCCCC2)CC(C)(C)C(C(=O)OC)C1=O (stereo unspecified) | -2.5 | 1.1 | -0.4

Further entries.
SMILES	BH1578 lux ind	Mtb FBA inh	Y pestis TopoI	Mtb BioA inh	FadD28 binding	GDH-TPI counter	PfHsp40 rescue	TcdB GH inh	UGM FP inh
Cc1ccc(C(=O)OCc2cc(=O)n3ccsc3n2)s1	i	6	-6	-2.2	-0.3	-1	0.3	1.3	3.6
COc1cc(NC(C)=O)c2ncccc2c1Br	4.5	3	12	-1.2	-1.2	13	x	0.2	x
O=C(CNC(=O)c1ccc2ccccc2c1)NC1CCCCC1	i	-1	8	-1.1	-0.8	0	-0.5	0.2	-1.5
COc1ccc(C(=O)NN2CCCCC2)cc1OC	1.1	-1	3	-1.1	0.3	8	-0.4	x	-2.4
Cc1cccc(N(Cc2ccccc2)C(=O)c2ccccc2F)c1	-1.6	2	11	3.2	-1.1	-2	-1.1	1.6	1.7
CCN1C(Nc2ccccc2)=NC[C@@H]1C	i	0	-4	-1.7	-1.6	8	-2.1	1.3	-1.7
COc1ccc(C2=Nc3cc(C)ccc3OC2)cc1	-0.5	18	-5	x	1.7	5	1.0	x	-0.2
O=C(NCc1ccccc1)C(=O)NCC1CCCN1S(=O)(=O)c1cccs1 (stereo unspecified)	i	0	10	-1.1	-0.2	-6	1.0	1.0	-2.3
CC(=O)Nc1ccc(S(=O)(=O)NCCSc2ccccn2)cc1	i	4	-5	-0.7	-3.4	-2	-0.7	x	-0.7
CCC1(c2ccccc2)NC(=O)N(CC(=O)NCc2ccncc2)C1=O (stereo unspecified)	-3.8	1	12	-1.2	-0.8	-5	-0.4	-0.4	-1.4
O=C(NCCc1nc2ccccc2[nH]1)c1cc([N+](=O)[O-])cc([N+](=O)[O-])c1	i	-1	-2	2.2	-5.2	2	-0.9	x	-2.4
Cn1c(SCC(=O)NC2CC2)nnc1C(F)(F)F	-0.4	-4	-6	-1.2	-2.8	5	-1.3	x	1.4
CCCC(=O)Nc1nnc(COC)s1	i	-3	-1	-0.8	-0.5	1	0.4	x	u
CN(CC(=O)Nc1c(Cl)cccc1Cl)C(=O)CNC(=O)c1sc2ccccc2c1Cl	i	0	-7	-1.4	-3.1	-1	-0.5	-0.7	x
CCOP(=O)(OCC)C(Nc1ccccc1)c1cccnc1 (stereo unspecified)	-0.5	3	-3	-1.8	-2.5	9	-0.5	1.0	-0.1
CC1CN(C(=O)N(C)C)CCN1C(=O)N(C)C (stereo unspecified)	x	-2	1	-0.9	-1.7	-11	0.3	x	-0.8
OCC1(Cc2ccccc2)CCN(Cc2cccc(F)c2F)CC1	-0.5	0	3	x	-1.1	-18	-1.4	0.0	1.7
Cc1ccc(OCC(=O)N2CCc3ccccc32)cc1	i	4	1	-1.5	-2.9	13	0.8	0.9	-0.8
Cc1cccc2[nH]c3c(N4CCC5(CC4)OCCO5)ncnc3c12	-0.2	41*	-3	3.6	1.4	31*	-0.6	x	0.9
Cc1cccc(NC(=S)N/N=C2\CC(C)(C)Oc3ccc(O)cc32)c1	-0.1	4	-12	x	-4.4	12	-2.0	-1.0	-0.5
CNCc1cc(Br)c(OCC(=O)Nc2ccccc2OC)c(OC)c1	-0.3	4	5	x	-7.6	-1	-0.3	-1.9	0.8
O=[N+]([O-])c1ccc(N2CCN(S(=O)(=O)c3ccccc3)CC2)cc1NCc1cccnc1	0.1	-19	29	x	-3.5	0	0.6	x	-1.7
COc1cc(C2C(C#N)=C(N)OC3=C2C(=O)CCC3)c([N+](=O)[O-])cc1OC (stereo unspecified)	-0.4	8	2	x	21*	18	0.6	x	4.8
Cc1c(C)[n+](=O)c(-c2ccc(F)cc2)c(C)n1[O-]	i	1	7	-1.9	-0.2	11	0.5	x	0.8
CSc1ccc(Cn2c(C)c(C(=O)NCc3ccc(F)cc3)sc2=O)cc1	i	0	27	1.4	-15	2	x	0.9	x
CCCc1nnc(NC(=O)COc2ccc3c(c2)OCO3)s1	i	-1	1	-2.2	-1.1	-1	-1.0	-1.5	-0.1
N#Cc1nc(-c2ccc(OCc3ccc(Cl)cc3)cc2)oc1N1CCOCC1	0.9	-1	7	-0.7	-1.4	3	0.7	0.7	-1.0
CCOc1ccc(NC(=S)Nc2cccc3ccccc23)cc1	i	58*	9	-1.8	-0.1	-2	-0.5	-1.4	-1.1
COc1ccccc1OP(=O)(Nc1cccnc1)Oc1ccccc1OC	-0.4	0	7	x	-4.3	-7	-0.7	1.1	-2.1
O=C(NNC(=O)c1ccc(F)cc1F)c1ccc(-n2cnnn2)cc1	i	1	-1	0.8	-1.2	7	0.3	1.2	2.1
Cc1ccc(NC(=S)NCc2ccco2)c(C)c1	2.0	2	2	x	-1.2	-7	-0.3	1.4	-0.4
CC(=O)N1CC(=O)Nc2ccc(Cl)cc2C1c1ccccc1 (stereo unspecified)	i	0	-2	3.1	-0.2	-5	0.1	1.6	-1.0
CCOC(=O)N1CCN(C(=O)Cn2ncc3c2-c2ccccc2OC3)CC1	-0.2	6	-10	-1.5	-0.3	2	0.6	0.6	-0.6
O=C1CSC(=S)N1N=C1CCCCCC1	-0.2	-2	3	x	-0.6	2	-1.4	-1.1	4.6
Cc1nn2c(COc3ccc(NC(=O)c4ccccc4)cc3)nnc2c2ccccc12	-0.3	1	13	-1.0	0.5	3	-1.3	1.0	-5.4
Cc1nc2c([nH]1)C1(CCN(Cc3ccccc3)CC1)C(C#N)=C(N)O2	i	0	-5	-2.6	0.1	6	0.0	x	1.5
COc1cc(OC)c(OC)cc1/C=C1\CCC/C(=C\c2cc(OC)c(OC)cc2OC)C1=O	-0.6	0	22	-1.5	-0.7	1	7.9	-2.1	x
CCCCC(=O)NC(=O)NC(c1ccccc1)c1ccccc1	-0.8	0	0	7.3	-0.8	8	3.8	1.8	-5.8
O=C(Cc1cccc(NC(=O)C2CCCN(C(=O)C3CCCC3)C2)c1)Nc1cccc(C(=O)N2CCCCC2)c1 (stereo unspecified)	i	-1	14	1.7	-3.2	12	0.3	-8.0	x
CC(C)CN(C(=O)c1cc(Cl)nc2ccccc12)c1c(N)n(Cc2ccccc2)c(=O)[nH]c1=O	-0.8	2	-8	-4.0	-0.3	3	-0.5	0.1	-0.3
C=CCSc1nc(C)c(Cc2cccc3ccccc23)c(=O)[nH]1	-0.6	2	32	x	-3.2	7	6.9	-0.2	-2.1
O=C(c1cccc(NS(=O)(=O)c2ccccc2)c1)N1CCN(c2ccccc2)CC1	0.0	0	28	-0.6	-2.0	0	8.2	1.5	-1.3
CC(=O)N1N=C(C)CC1c1ccc(OCc2ccccc2)cc1 (stereo unspecified)	-0.3	0	8	x	-0.5	2	2.7	-1.6	3.3
Cc1cc(Cl)ccc1OCC(=O)Nc1ccncc1	i	1	-10	-0.6	-2.0	4	0.4	1.8	-1.7
COC(=O)COc1ccc2c(c1)O/C(=C\c1cccc([N+](=O)[O-])c1)C2=O	i	2	-9	-7.0	-0.9	8	-0.4	0.8	-0.4

In another format: entries from further up.
CC(C)CN(C(=O)c1cc(Cl)nc2ccccc12)c1c(N)n(Cc2ccccc2)c(=O)[nH]c1=O
  BH1578 lux ind = -0.8; Mtb FBA inh = 2; Y pestis TopoI = -8; Mtb BioA inh = -4.0; FadD28 binding = -0.3; GDH-TPI counter = 3; PfHsp40 rescue = -0.5; TcdB GH inh = 0.1; UGM FP inh = -0.3

C=CCSc1nc(C)c(Cc2cccc3ccccc23)c(=O)[nH]1
  BH1578 lux ind = -0.6; Mtb FBA inh = 2; Y pestis TopoI = 32; Mtb BioA inh = x; FadD28 binding = -3.2; GDH-TPI counter = 7; PfHsp40 rescue = 6.9; TcdB GH inh = -0.2; UGM FP inh = -2.1

Entries of single compounds from above:
CCCCC(=O)NC(=O)NC(c1ccccc1)c1ccccc1 in the list: BH1578 lux ind: -0.8; Mtb FBA inh: 0; Y pestis TopoI: 0; Mtb BioA inh: 7.3; FadD28 binding: -0.8; GDH-TPI counter: 8; PfHsp40 rescue: 3.8; TcdB GH inh: 1.8; UGM FP inh: -5.8
O=C(Cc1cccc(NC(=O)C2CCCN(C(=O)C3CCCC3)C2)c1)Nc1cccc(C(=O)N2CCCCC2)c1 (stereo unspecified) in the list: BH1578 lux ind: i; Mtb FBA inh: -1; Y pestis TopoI: 14; Mtb BioA inh: 1.7; FadD28 binding: -3.2; GDH-TPI counter: 12; PfHsp40 rescue: 0.3; TcdB GH inh: -8.0; UGM FP inh: x

Next part:
SMILES	BH1578 lux ind	Mtb FBA inh	Y pestis TopoI	Mtb BioA inh	FadD28 binding	GDH-TPI counter	PfHsp40 rescue	TcdB GH inh	UGM FP inh
C/C(=N\NC(=O)c1ccc([N+](=O)[O-])cc1)c1c(O)cc(C)oc1=O	-0.7	0	7	x	0.4	3	-0.6	-3.9	-2.4
CCCCN(C(=O)CSc1nc2ccccc2s1)c1c(N)n(CCCC)c(=O)[nH]c1=O	i	3	-6	-1.4	-3.9	-5	-1.2	1.6	1.8
Cc1ccc(CN2CC(C(=O)OCc3ccccc3Cl)CC2=O)cc1 (stereo unspecified)	i	1	32	2.8	-1.5	-7	0.6	1.6	2.3
CN(Cc1ccccc1)C(=O)c1ccccc1C(=O)OCC(=O)N(Cc1ccccc1)C(C)(C)C	-0.3	1	3	0.4	-3.2	1	1.8	-0.4	-1.7
Cc1ccc(C(=O)NCc2nc3ccccc3[nH]2)o1	-0.5	1	-3	-0.2	-4.2	0	-1.7	0.9	-1.5
